Screening results: PubChem BioAssay, National Center for Advancing Translational Sciences (NCATS)
Lipid storage S3 = qHTS Assay for Lipid Storage Modulators in Drosophila S3 Cells. 320,000 compounds, 0.64% hits. lipid storage change, negative = inhibition, % at the top dose, mostly 46.1 µM; hits show Potency in µM. Drosophila S3 cells, BODIPY lipid droplet fluorescence, 18-24 h; cells fed with added oleic acid. AID 2685, 2010; active = well fitted inhibition curve with a large enough effect in the signal ratio, with a control signal flat, not every such curve was filed as active; inconclusive = small, poorly fitted or top-dose-only effect, or effect the other way, or a change in a side signal; the % refers to the signal ratio
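Drosophila S3 cells got compounds at several concentrations plus oleic acid (400 uM solution). Laser-scanning cytometry with 488 nm excitation read lipid droplets at 500-530 nm and cells at 575-640 nm. Percent activity was relative to 20 uM Triacsin C.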
Lipid storage S3 cell count max = also measured in Lipid storage S3; calls as there; cell number change, %; measured here: cell count max response;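 cells counted by Cell Tracker Red CMTPX staining in the red channel; peak over a dose series mostly up to 46.1 µM; percent activity relative to internal control wells on each plate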
* = called active by the depositor; i = inactive; ? = inconclusive; . = not tested or not shown; [ ] = remark or other dose. % is set by controls: 0 for no effect and ±100 for the full control effect; potency is the fitted concentration of half-maximal effect. This is a subset (hit frequency here may not be typical).

Values run as follows: Lipid storage S3 | Lipid storage S3 cell count max
1	CCC(C)NC(=O)CC(NS(=O)(=O)c1ccc(C)cc1)c1ccc(OC)cc1 (stereo not given)
    ? | .
2	CCOc1ccc(S(=O)(=O)NCC2CCCO2)cc1 (stereo not given)
    ? | .
3	O=c1ccn(Cc2ccccc2)cc1
    ? | .
4	Cc1nc2c(oc3ccc(Cl)cc32)c(=O)[nH]1
    i | .
5	C=CCNc1nnc(SC2CC(=O)N(c3ccc(OC)cc3)C2=O)s1 (stereo not given)
    ? | .
6	COC(=O)CC/C(C)=N\Nc1ccc([N+](=O)[O-])cc1[N+](=O)[O-]
    ? | .
7	CC1(C)CC(=O)C2=C(C1)N(Cc1ccco1)C(=O)C2(O)C(F)(F)F (stereo not given)
    ? | .
8	COC(=O)C(C)Oc1ccc(Cc2ncc(C(F)(F)F)cc2Cl)cc1 (stereo not given)
    18% | 10
9	CCOc1ccc(C2NC(=O)NC(C)=C2C(=O)OCc2ccccc2)cc1 (stereo not given)
    ? | .
10	CCN(C(=O)CCN1C(=O)c2ccccc2C1=O)C1CCCCC1
    -11% | -12
11	O=C(CSc1nc2ccccc2s1)c1cc2ccccc2o1
    ? | .
12	O=C(CN1C2=NCCCN2c2ccccc21)c1ccc(Br)s1
    ? | .
13	Cn1c(=O)[nH]c(=O)c2c1nc(CN1CCN(c3ccccc3F)CC1)n2CCc1ccccc1
    7% | -23
14	Cc1nc2c(nnn2Cc2ccccc2Cl)c(=O)[nH]1
    ? | .
15	CCC(=O)N1CCc2cc(S(=O)(=O)NCCC(=O)NCc3ccccc3Cl)ccc21
    i | 4

An excerpt of these results, as tab-separated lines:
nr	canonical_smiles	Lipid storage S3	Lipid storage S3 cell count max
9	CCOc1ccc(C2NC(=O)NC(C)=C2C(=O)OCc2ccccc2)cc1 (stereo not given)	?	.
10	CCN(C(=O)CCN1C(=O)c2ccccc2C1=O)C1CCCCC1	-11%	-12
11	O=C(CSc1nc2ccccc2s1)c1cc2ccccc2o1	?	.
12	O=C(CN1C2=NCCCN2c2ccccc21)c1ccc(Br)s1	?	.

More records.
Values run as follows: Lipid storage S3 | Lipid storage S3 cell count max
16	CC(/C=N/NC(=O)c1ccc(Cn2cc([N+](=O)[O-])cn2)o1)=C\c1ccccc1
    ? | .
17	Nc1sc(-c2ccccc2)cc1C(=O)O
    1% | 16
18	CCS(=O)(=O)Nc1ccc(C2=NN(S(=O)(=O)CC)C(c3cccs3)C2)cc1 (stereo not given)
    i | -16
19	Cn1cccc1Cc1nnc(SCC(=O)Nc2ccccc2F)n1CCc1ccccc1
    23% | -2
20	CCOC(=O)N1N=C(c2ccccc2)CC1(O)C(C)(F)F (stereo not given)
    -9% | 14
21	O=C1c2ccccc2C(Nc2ccc(Cl)cn2)N1Cc1ccccc1 (stereo not given)
    ? | .
22	CCCCNC(=O)CSc1nc2ccc(C)cc2[nH]1
    ? | .
23	CCC(O)(CCN1CCCCC1)c1ccccc1 (stereo not given)
    0% | -29
24	CN1CCN(CCCNC(=O)c2ccc(Cn3c(=S)[nH]c4ccc(Br)cc4c3=O)cc2)CC1
    ? | .
25	COC(=O)c1ccc(C(c2c(N)n(Cc3ccccc3)c(=O)n(C)c2=O)N2CCOCC2)cc1 (stereo not given)
    ? | .
26	CCC(Sc1ccc(Cl)cc1)C(=O)Nc1nnc(-c2cccc([N+](=O)[O-])c2)s1 (stereo not given)
    ? | .
27	Cc1nc(N2CCOCC2)c2c(C)c(C(=O)Nc3ccc(F)cc3F)sc2n1
    0% | -16
28	Cc1ccc(C)c(NC(=S)NNC(=S)Nc2ccc(C(C)C)cc2)c1
    ? | .
29	O=C(CN1CCCCC1)NCCNC(=O)CN1CCCCC1
    ? | .
30	CC(=O)c1sc(NC(=O)c2cc(S(=O)(=O)N3CCOCC3)ccc2F)nc1C
    ? | .
31	Cc1cccc(-c2n[nH]c(S(C)(=O)=O)c2C#N)c1
    -16% | 0
32	CC(C)(C)NC(=O)COC(=O)Cc1ccc(Cl)cc1
    4% | 6
33	C=CCN(C(=O)C1CC(=O)N(C2CCCC2)C1)c1nc(-c2ccc(S(C)(=O)=O)cc2)cs1 (stereo not given)
    ? | .
34	COc1cc(NC(=O)c2ccc(COCC(F)(F)F)cc2)cc(OC)c1OC
    ? | .
35	C=CC1=C(C(=O)O)N2C(=O)C(NC(=O)Cc3ccccc3)C2SC1 (stereo not given)
    ? | .
36	CCOC(=O)C1CCN(C(=O)C2CCCN(S(=O)(=O)c3ccc(OCC)c(Cl)c3)C2)CC1 (stereo not given)
    ? | .
37	COc1ccc(CN2C(=O)c3ccccc3C2C(=O)NCc2cccnc2)c(OC)c1 (stereo not given)
    ? | .
38	CCCC1O[C@@H]2C[C@H]3[C@@H]4CCC5=CC(=O)C=C[C@]5(C)[C@H]4[C@@H](O)C[C@]3(C)[C@]2(C(=O)CO)O1 (stereo not given in full)
    15% | 11
39	Cc1ccccc1C(=O)NNC(=S)NC(=O)c1cccs1
    ? | .
40	COc1cc(C)ccc1OCCCCN1CC(C)OC(C)C1 (stereo not given)
    ? | .
41	NC(=O)CC(NC(=O)c1ccccc1)c1ccc(N2CCC(Br)CC2)c([N+](=O)[O-])c1 (stereo not given)
    ? | .
42	Cc1ccc(NC(=O)CN(CCc2ccccc2)S(C)(=O)=O)cc1
    ? | .
43	Oc1cccc(/C=N/Nc2ccc(Cl)nn2)c1
    10% | 1
44	CCN(CC)c1ccc(C(=O)n2cnc3ccccc32)cc1
    ? | .
45	CCCCCCn1cc(C(=O)OCC)c(=O)c2cc(F)c(F)cc21
    -10% | -13

Compounds above that contain bromine, in the order listed:
Values run as follows: Lipid storage S3 | Lipid storage S3 cell count max
12	O=C(CN1C2=NCCCN2c2ccccc21)c1ccc(Br)s1
    ? | .
24	CN1CCN(CCCNC(=O)c2ccc(Cn3c(=S)[nH]c4ccc(Br)cc4c3=O)cc2)CC1
    ? | .
41	NC(=O)CC(NC(=O)c1ccccc1)c1ccc(N2CCC(Br)CC2)c([N+](=O)[O-])c1 (stereo not given)
    ? | .

The list goes on:
Values run as follows: Lipid storage S3 | Lipid storage S3 cell count max
46	N#C/C(=C\c1ccc(C(=O)O)cc1)c1nc2sc3c(c2c(=O)[nH]1)CCCC3
    -7% | 10
47	CCCC(=O)N1CC(=O)Nc2ccc(Br)cc2C1c1ccc(F)cc1 (stereo not given)
    -2% | 13
48	CCCOC(=O)c1cccc(NC(=O)C(C)(C)C)c1
    ? | .
49	Fc1ccccc1C(c1nnnn1C1CCCC1)N1CCN(Cc2ccccc2)CC1 (stereo not given)
    -1% | -16
50	Cc1cccc(CN2C(=O)c3ccccc3Sc3ccc(C(=O)O)cc32)c1
    10% | -3
51	COc1ccccc1CNC(=O)COC(=O)c1ccc(C)s1
    8.2µM* | 8.8*
52	O=C(O)/C=C/c1cccc(NS(=O)(=O)c2ccccc2)c1
    ? | .
53	Cc1cccc2sc(NC(=O)CCNC(=O)c3ccco3)nc12
    ? | .
54	COCCn1c(NC(=S)NC(=O)C23CC4CC(CC(C4)C2)C3)cc(=O)[nH]c1=O
    -4% | .
55	CC1CCCN(S(=O)(=O)c2ccc(C(=O)Nc3nnc(C4CC4)o3)cc2)C1 (stereo not given)
    i | .
56	CN1CCN(c2ccc(Cl)cc2NC(=O)c2nn(-c3ccccc3)c(=O)c3ccccc23)CC1
    -1% | -9
57	NC(=O)c1cc([N+](=O)[O-])c(Cl)cc1NCc1ccncc1
    ? | .
58	CCOC(=O)N1CCN(C(=O)c2oc3ccc(S(=O)(=O)N4CCOCC4)cc3c2C)CC1
    ? | .
59	Cc1cc(NC(=O)CSc2nnc(-c3cccnc3)n2C)no1
    ? | .
60	CCCCCCCc1nc2nc(C)c(Br)c(=O)n2[nH]1
    ? | .
61	O=C(CCC(=O)c1cccs1)Nc1ccc(N2CCCCC2)cc1
    ? | .
62	O=C(/C=C/c1ccco1)Nc1cccc(NC(=O)/C=C/c2ccco2)n1
    ? | .
63	CCCn1c2ccccc2c2cnn(CC(=O)N3CCN(C4CCCCC4)CC3)c(=O)c21
    ? | .
64	COc1ccc(C(=O)NC2CCc3ccccc32)cc1OC1CCN(C(C)=O)CC1 (stereo not given)
    ? | .
65	O=C(CSc1nc(NS(=O)(=O)c2ccccc2)cc(=O)[nH]1)Nc1ccccc1Cl
    ? | .
66	Cc1noc(NS(=O)(=O)c2ccc(NC(=O)/C=C/c3ccc(C(C)C)cc3)cc2)c1C
    ? | .
67	C=C(C)COc1ccc(-c2ncncc2-c2ccccc2)c(O)c1
    ? | .
68	O=C(N/N=C/c1ccc([N+](=O)[O-])cc1)C(=O)N1CCCC1
    22% | -3
69	N#Cc1ccccc1OCC(=O)OCC(=O)NC1CC1
    ? | .
70	CCOc1ccc2nc(SCC(=O)NCc3ccccc3)[nH]c2c1
    ? | .
71	CC1CN(c2oc(-c3ccco3)nc2C#N)CC(C)O1 (stereo not given)
    13% | .
72	CCn1c(=O)c2cc(C(=O)NCCOC)sc2c2ccccc21
    -2% | 10
73	O=C(O)c1cc(NS(=O)(=O)c2ccc(N3CCOCC3)c([N+](=O)[O-])c2)cc(C(=O)O)c1
    -3% | 3
74	c1ccc(-n2c(-c3ccco3)nnc2-c2ccco2)cc1
    8% | -10
75	Cc1ccc2nc(N3C(=O)C(O)=C(C(=O)c4cc5ccccc5o4)C3c3cccs3)sc2c1 (stereo not given)
    0% | -3
76	CCOC(=O)C1C(=O)CC(C)(O)C(C(=O)OCC)C1c1cccc(OC(F)(F)C(F)F)c1 (stereo not given)
    ? | .
77	Cc1cc(C)nc(/N=C(\NC(=O)C(C)(C)C)Nc2ccccc2)n1
    16% | 8
78	O=C(CSc1n[nH]c(-c2cccnc2)n1)Nc1ccc(Br)cc1
    i | -13
79	Cc1ccc(NC(=O)C2CCN(S(=O)(=O)c3c(C)noc3/C=C/c3ccco3)CC2)nc1
    ? | .
80	CN1CCN(CC(=O)Nc2ccc([N+](=O)[O-])cc2Br)CC1
    ? | .
81	CCc1nc(NCc2ccc3c(c2)OCO3)c2oc3ccccc3c2n1
    ? | .
82	CC(C)NC(=O)c1cc2c(-c3ccc(Cl)cc3)nn(C)c2s1
    ? | .
83	Cn1c(=O)cc(N)n(Cc2ccccc2)c1=O
    1% | 2
84	CCN(CC)S(=O)(=O)c1ccc(C(=O)OCn2nnc3ccccc3c2=O)cc1
    ? | .
85	O=C(NCC1CCCO1)C(c1cccs1)N(Cc1cccs1)C(=O)Cn1nnc(-c2cccs2)n1 (stereo not given)
    1% | -5
86	CCOC(=O)N1CCN(C(=S)NC(=O)c2cc(Br)ccc2Cl)CC1
    ? | .
87	COc1ccccc1CCC(=O)OCC(=O)Nc1cc(C)nn1-c1ccccc1
    17% | 10
88	N#Cc1c(/N=C/c2cccs2)sc2c1CCCCC2
    ? | .
89	NC(=NC(=O)c1ccccc1)N1CCN(C(c2ccccc2)c2ccccc2)CC1
    12% | 12
90	CN(Cc1ccccc1)C(=O)c1ccc(NC(=O)Cc2cccc(NC(=O)C3CCCN(C(=O)CCc4ccccc4)C3)c2)cc1 (stereo not given)
    ? | .
91	CC(OC(=O)c1ccc(NC(=O)CC#N)cc1)C(=O)Nc1ccc(Oc2ccccc2)cc1 (stereo not given)
    ? | .
92	O=C(CN1CCN(Cc2ccc(Cl)cc2)CC1)N/N=C/c1ccncc1
    16% | -11
93	CN(C)S(=O)(=O)c1cccc(COC(=O)CN2CCCCCC2=O)c1
    i | 13
94	CCn1cc(C(=O)NCc2ccc(Cl)cc2)c(=O)c2cc(S(=O)(=O)N(C)C)ccc21
    ? | .
95	CSc1nnnn1-c1c(C)cc(C)cc1C
    ? | .
96	COc1ccc([C@]23Cc4ccccc4C(O2)C2=C(CC4(CCCCC4)OC2=O)O3)cc1
    11%[9.22 µM] | 12
97	Cc1nc2nc(SCC(=O)NCc3ccco3)nn2c(C)c1Cc1c(F)cccc1Cl
    ? | .
98	COCCCN1CN=C(NS(=O)(=O)c2ccc(C)cc2)NC1
    ? | .
99	N#CC1=C(N)OC2=C(C(=O)CCC2)C1c1cc2c(cc1Cl)OCO2 (stereo not given)
    i | .
100	NC(=O)C1(N2CCCCC2)CCN(S(=O)(=O)c2ccc(Cl)s2)CC1
    ? | .
101	COc1ccc(CCNC(=O)CN2C(=O)CSc3ccc(S(=O)(=O)N4CCOCC4)cc32)cc1OC
    ? | .
102	Cc1cc(C(=O)N/N=C/c2ccc([N+](=O)[O-])o2)c(C)o1
    -17% | -2
103	FC(F)(F)c1nnc2ccc(N3CCOCC3)nn12
    ? | .
104	CC(C)CN1C=C2C(=O)C(C)(OC(=O)CCc3ccccc3)C(=O)C=C2C=C1c1ccc(C#N)cc1 (stereo not given)
    -1% | -6
105	COc1cc(NC(=O)CN2CC(c3ccccc3)CC2=O)cc(OC)c1 (stereo not given)
    1% | 1

The list goes on:
Values run as follows: Lipid storage S3 | Lipid storage S3 cell count max
106	Cc1ccc2oc(Nc3nc(C)c(C)c(C)n3)nc2c1
    17% | 4
107	CCOc1ccc(CCNC(=O)c2ccc3nc(CC)c(CC)nc3c2)cc1
    ? | .
108	CCOc1cc(CN2CCC(n3nccc3NC(=O)C3CC3)CC2)ccc1O
    ? | .
109	O=C(c1cnn(-c2ccccc2)c1-n1cccc1)N1CCN(C2CCCCC2)CC1
    6% | -4
110	Cc1ccc(NC2=C(Cl)C(=O)c3ccccc3C2=O)cc1
    ? | .
111	O=C(NCCc1ccc(Cl)cc1)c1ccc2[nH]c(=O)c(=O)[nH]c2c1
    ? | .
112	COCCN(C(=O)Nc1ccccc1OC)c1nc2ccccc2s1
    -13% | -3
